Screens deposited in PubChem by several laboratories.
NR2E3 ag-1: agonists of human NR2E3 nuclear receptor; Q9Y5X4; CHO-S Gal4-NCOR/VP16-NR2E3 two-hybrid, luciferase; inhibition of corepressor binding, % at 3.98 µM; AID 602229; 360,000 tested, 0.35% active;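 active = inhibition above the mean of all tested compounds plus 3 SD, cut at about 70% in these data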;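 note: 0% = DMSO with NR2E3 transfected cells and 100% = cells lacking NR2E3 construct; higher means lower luciferase signal from less NR2E3 corepressor binding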
Target sequence (Q9Y5X4 whole entry, looked up, the tested form may be a part): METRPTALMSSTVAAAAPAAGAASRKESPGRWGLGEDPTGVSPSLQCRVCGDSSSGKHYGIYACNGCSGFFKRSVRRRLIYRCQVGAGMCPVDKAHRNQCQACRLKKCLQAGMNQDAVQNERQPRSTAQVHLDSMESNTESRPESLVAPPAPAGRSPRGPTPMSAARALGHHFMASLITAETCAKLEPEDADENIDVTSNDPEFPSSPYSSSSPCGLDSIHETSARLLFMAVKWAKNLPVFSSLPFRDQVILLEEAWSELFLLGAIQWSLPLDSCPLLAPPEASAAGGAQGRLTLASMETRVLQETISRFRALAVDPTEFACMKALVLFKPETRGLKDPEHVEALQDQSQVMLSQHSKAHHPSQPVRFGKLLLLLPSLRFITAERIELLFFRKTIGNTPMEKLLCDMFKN
CaV13 ICDI inh: Primary screen for inhibitors of IQ motif and Ca2+-dependent inactivation inhibitor domain binding in CACNA1D, Förster resonance energy transfer in living cells, …. inhibition, % at 12.3 µM. 340,000 tested, 0.098% active. HEK cells, CFP/YFP FRET ICDI-IQ, plate reader, 10 min; percent FRET-ratio fall versus neutral wells. AID 743397;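 active = mean replicate inhibition of at least 30% and at least 1% of replicates passing that level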;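 note: 0% = median of the neutral control wells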
CF NFkB block: blocks PAF-induced NF-kB reporter in cystic fibrosis cells | KKLEB NF-kB-GFP reporter, GFP fluorescence overnight | inhibition, % at 5 µM | 360,000 tested, 0.86% active | AID 588850;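 active = at least 50% inhibition at 5 µM, scaled per plate between neutral and stimulator controls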;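 note: PAF is a Pseudomonas aeruginosa culture filtrate used as stimulus; plate controls were PAF-stimulated DMSO wells for no effect and unstimulated DMSO wells for full effect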
PDI turbidity: inhibitors of human protein disulfide isomerase; P07237; inhibition, % at 10 µM; 350,000 tested, 0.052% active; AID 588391; PDI insulin aggregation turbidity, A650, 90 min;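 active = mean inhibition across replicates of 30% or more, whatever share of single replicates reach that level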;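 note: absorbance from insulin aggregation driven by PDI reduction with DTT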
Target sequence (P07237 whole entry, looked up): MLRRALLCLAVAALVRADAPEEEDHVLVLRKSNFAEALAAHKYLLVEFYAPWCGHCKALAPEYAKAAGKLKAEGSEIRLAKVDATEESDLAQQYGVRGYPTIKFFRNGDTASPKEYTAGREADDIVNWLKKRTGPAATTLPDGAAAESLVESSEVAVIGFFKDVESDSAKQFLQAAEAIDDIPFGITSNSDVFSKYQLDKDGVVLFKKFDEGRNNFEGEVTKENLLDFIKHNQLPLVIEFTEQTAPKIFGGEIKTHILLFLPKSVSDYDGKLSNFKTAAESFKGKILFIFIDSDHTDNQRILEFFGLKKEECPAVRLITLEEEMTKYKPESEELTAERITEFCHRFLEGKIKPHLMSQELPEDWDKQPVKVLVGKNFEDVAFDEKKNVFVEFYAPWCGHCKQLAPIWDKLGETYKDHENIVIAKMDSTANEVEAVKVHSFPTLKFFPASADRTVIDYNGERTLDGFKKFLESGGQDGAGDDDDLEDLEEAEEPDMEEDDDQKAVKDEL
TRPM1 prom inh: inhibitors of MITF-driven TRPM1 promoter in melanoma cells. SK-MEL-5 TRPM1 promoter luciferase, 24 h. inhibition, % at 12.5 µM. AID 488899. 330,000 tested, 0.83% active;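 active = mean inhibition across replicates of 60% or more, whatever share of single replicates reaches that level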; note: values of inactives mirror those of a sister screen read the other way
KKLEB cytotox: CF airway cell cytotoxicity counter-screen | KKLEB CF airway cells viability, ATPlite luminescence, overnight; active compounds read low; cells stimulated with P. aeruginosa culture filtrate | 360,000 tested, 0.36% active | activity change (cytotoxicity), % at 5 µM;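 active = corrected activity change at or below -50% at 5 µM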
NR2E3 ag-2: agonists of human nuclear receptor NR2E3. GST-NR2E3/biotin-RetCOR TR-FRET, 1536-well. inhibition of corepressor binding, % at 4.78 µM. AID 2300. 320,000 tested, 0.12% active. Q9Y5X4;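 active = percent inhibition above the cutoff of mean plus 3 SD of all tested compounds, set per screening campaign, cut at about 20% in these data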;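 note: 0% = DMSO wells and 100% = biotin wells as full block of FRET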
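Material: NR2E3–RetCOR corepressor complex | Quantity: 1.35 nM GST-tagged NR2E3 final | Schedule: 5 h at 4 °C | Replication: Singlicate compound wells | Reagent: RetCOR corepressor, biotinylated, 7 nM | Controls: Biotin wells as high control, 0.6% DMSO wells as low control | Signal: TR-FRET, Eu(K)-anti-GST donor, streptavidin-D2 acceptor, ex 340, em 617/671 nm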
Vif imaging: HIV Vif inhibition | HEK293T cells, Vif self-association by quenched fluorescence, imaging, 24 h | inhibition, % at 7.49 µM | 340,000 tested, 0.35% active; in the data active = inhibition above about 50%, passing the limit was not always enough; note: some results filed as inactive read as strong as hits
Peg3 promoter: reduces Peg3 promoter-driven luciferase expression in HeLa. inhibition, % at 20 µM. AID 588405. HeLa PEG-Prom luciferase reporter, luminescence, overnight. 360,000 tested, 1.7% active;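 active = inhibition of at least 50% at 20 µM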
HIF-2a block: inhibitors of HIF-2a; 786-0 RCC cells HIF-2a reporter, luciferase luminescence, overnight; AID 624352; 360,000 tested, 0.72% active; inhibition, % at 18.8 µM;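 active = inhibition of the luminescence signal of 40% or more relative to plate controls, in a single-dose primary screen at 18.75 µM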
Shn3 inh set2: Schnurri-3 reporter inhibition in Clone20 osteoblasts | Clone20 osteoblast Shn3 3'UTR firefly luciferase, 24 h | inhibition, % at 12.5 µM | 360,000 tested, 0.52% active;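 active = mean inhibition of at least 75% with every replicate also reaching 75%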;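 note: 0% = median of neutral control wells and 100% = pilot-screen positive control compound; some compounds past the cut are filed as inactive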
Active calls of the source: *.

Cc1ccccc1-c1cccc([C@@H]2C[C@H]3[C@H](CON3C)CN2C(=O)CCc2ccccc2)c1 was read as NR2E3 ag-1 -3, CaV13 ICDI inh -4, CF NFkB block -12, PDI turbidity 5, TRPM1 prom inh -14, KKLEB cytotox -2, Vif imaging -2, Peg3 promoter 3, HIF-2a block 0 and Shn3 inh set2 1.
`Cc1cccc(C(=O)Nc2nnc(S(=O)(=O)N3CCOCC3)s2)c1` gave NR2E3 ag-1 -24, CaV13 ICDI inh -2, CF NFkB block -2, PDI turbidity -8, TRPM1 prom inh -21, KKLEB cytotox -7, NR2E3 ag-2 2, Vif imaging 10, Peg3 promoter -8, HIF-2a block -8 and Shn3 inh set2 -22.
For CSC[C@H]1CN(Cc2ccccc2)C(=O)[C@@H]1CC(=O)Nc1ccc(Br)cc1 the results were NR2E3 ag-1 -6, CaV13 ICDI inh -6, CF NFkB block 6, PDI turbidity 0, KKLEB cytotox 2, Vif imaging 0, Peg3 promoter 0, HIF-2a block 10 and Shn3 inh set2 -18.
Screening CCOC(=O)C1(Cc2ccccc2C)CCCN(C(=O)c2ccnn2C)C1 (configuration not stated) returned NR2E3 ag-1 -12, CaV13 ICDI inh -5, CF NFkB block -7, PDI turbidity 6, TRPM1 prom inh -16, KKLEB cytotox 8, NR2E3 ag-2 0, Vif imaging 38, Peg3 promoter -12, HIF-2a block -43 and Shn3 inh set2 2.
`CCOC(=O)C[n+]1c(C)sc2ccc(OC)cc21` gave NR2E3 ag-1 -8, CF NFkB block -7, PDI turbidity -3, TRPM1 prom inh 4, KKLEB cytotox -4, NR2E3 ag-2 3, Vif imaging 1, Peg3 promoter -8, HIF-2a block -3 and Shn3 inh set2 -14.
For O=C1CC(c2cccs2)CC2=C1C(c1ccccc1)n1ncnc1N2 (configuration not stated) the results were NR2E3 ag-1 -3, CaV13 ICDI inh -1, CF NFkB block -7, PDI turbidity 10, TRPM1 prom inh 2, KKLEB cytotox 9, NR2E3 ag-2 -2, Vif imaging 5, Peg3 promoter 13, HIF-2a block 28 and Shn3 inh set2 -8.
For O=C(O)c1ccc(N=N/C(=N\Nc2ccc(C(=O)O)cc2)c2ccccc2)cc1 the results were NR2E3 ag-1 -37, CaV13 ICDI inh -6, CF NFkB block 23, PDI turbidity 12, TRPM1 prom inh -6, KKLEB cytotox -10, NR2E3 ag-2 4, Vif imaging 10, Peg3 promoter -75, HIF-2a block -83 and Shn3 inh set2 -22.
For COc1ccc(CC(=O)OCc2cc3ccc(C)cc3[nH]c2=O)cc1 the results were NR2E3 ag-1 -28, CaV13 ICDI inh -1, CF NFkB block 7, PDI turbidity 2, TRPM1 prom inh 8, KKLEB cytotox 4, NR2E3 ag-2 1, Vif imaging 22, Peg3 promoter -7, HIF-2a block 6 and Shn3 inh set2 0.
For Cc1ccc(OCC(=O)N(C)CC(=O)Nc2ccc(N3CCOCC3)cc2)cc1 the results were NR2E3 ag-1 -4, CaV13 ICDI inh -6, CF NFkB block 13, PDI turbidity 3, TRPM1 prom inh 4, KKLEB cytotox -21, NR2E3 ag-2 0, Vif imaging 3, Peg3 promoter 8, HIF-2a block -3 and Shn3 inh set2 -2.
For COc1ccc(-c2cc(C(=O)NCc3ccc(Cl)cc3)no2)cc1OC the results were NR2E3 ag-1 2, CaV13 ICDI inh -8, CF NFkB block -2, PDI turbidity -1, TRPM1 prom inh -7, KKLEB cytotox 1, NR2E3 ag-2 1, Peg3 promoter 2, HIF-2a block -9 and Shn3 inh set2 1.
For O=C(/C=C/c1ccc(-c2ccc(F)cc2)o1)N1CCCC1 the results were NR2E3 ag-1 -125, CaV13 ICDI inh 1, CF NFkB block -4, PDI turbidity -5, TRPM1 prom inh -57, KKLEB cytotox -9, NR2E3 ag-2 2, Vif imaging 5, Peg3 promoter -282, HIF-2a block -365 and Shn3 inh set2 -78.
`COc1ccc(Cl)cc1NC(=S)Nc1cccc(C)c1` gave NR2E3 ag-1 14, CaV13 ICDI inh -6, CF NFkB block -15, PDI turbidity 2, TRPM1 prom inh 8, KKLEB cytotox 15, NR2E3 ag-2 1, Vif imaging 18, Peg3 promoter 3, HIF-2a block -46 and Shn3 inh set2 -19.
`O=C(CSc1ncn[nH]1)Nc1cc(S(=O)(=O)N2CCCC2)ccc1Cl` gave NR2E3 ag-1 -7, CaV13 ICDI inh -4, CF NFkB block -5, PDI turbidity 13, TRPM1 prom inh -1, KKLEB cytotox 20, NR2E3 ag-2 2, Vif imaging 4, Peg3 promoter 8, HIF-2a block 1 and Shn3 inh set2 6.
Screening Cc1cc([N+](=O)[O-])ccc1NC(=O)C(C)[n+]1ccccc1 (configuration not stated) returned NR2E3 ag-1 2, CaV13 ICDI inh -4, CF NFkB block 9, PDI turbidity 0, TRPM1 prom inh -5, KKLEB cytotox -13, NR2E3 ag-2 1, Vif imaging -1, Peg3 promoter 5, HIF-2a block 7 and Shn3 inh set2 6.
`CC(C)N1CCC(NC(=O)NC2CCCCC2)CC1` gave NR2E3 ag-1 0, CaV13 ICDI inh -2, CF NFkB block 4, PDI turbidity -4, TRPM1 prom inh 5, KKLEB cytotox 15, NR2E3 ag-2 1, Vif imaging -7, Peg3 promoter 8, HIF-2a block -3 and Shn3 inh set2 -1.
For COc1cccc(/C=N/NC(=O)c2ccc(N(C)S(=O)(=O)c3ccccc3)cc2)c1OC the results were NR2E3 ag-1 10, CaV13 ICDI inh -5, CF NFkB block -9, PDI turbidity 3, TRPM1 prom inh 4, KKLEB cytotox 2, NR2E3 ag-2 -3, Vif imaging 0, Peg3 promoter -6, HIF-2a block 10 and Shn3 inh set2 15.
Screening O=C(Nc1nc2c(Cl)cccc2s1)C1CC1 returned NR2E3 ag-1 -45, CaV13 ICDI inh -3, CF NFkB block -20, PDI turbidity -4, TRPM1 prom inh 5, KKLEB cytotox 0, NR2E3 ag-2 1, Vif imaging -2, Peg3 promoter -71, HIF-2a block -80 and Shn3 inh set2 4.
For Cc1noc(/C=C/Nc2ccc(F)cc2F)c1[N+](=O)[O-] the results were NR2E3 ag-1 -81, CaV13 ICDI inh -15, CF NFkB block 4, PDI turbidity -1, TRPM1 prom inh -42, KKLEB cytotox 7, NR2E3 ag-2 -1, Vif imaging -5, Peg3 promoter -260, HIF-2a block -252 and Shn3 inh set2 -34.
`Cc1ccc(NC(=O)CN(C)C(=O)c2ccccc2OCc2c(C)noc2C)cc1` gave NR2E3 ag-1 -23, CaV13 ICDI inh -1, CF NFkB block 8, PDI turbidity -3, TRPM1 prom inh -10, KKLEB cytotox -15, NR2E3 ag-2 0, Vif imaging -4, Peg3 promoter -33, HIF-2a block -27 and Shn3 inh set2 -7.
For Cc1ccc(CN2CCN(CC3CC4C=CC3C4)CC2)cc1 (configuration not stated) the results were NR2E3 ag-1 -10, CF NFkB block -8, PDI turbidity 1, TRPM1 prom inh -3, KKLEB cytotox -3, NR2E3 ag-2 4, Vif imaging 6, Peg3 promoter -4, HIF-2a block 14 and Shn3 inh set2 -10.
`CCC(C)C(NC(=O)[C@@H](NC(=O)c1ccccc1F)C(C)C)C(=O)OC` (some centres not stated) gave NR2E3 ag-1 16, CaV13 ICDI inh -6, CF NFkB block 2, PDI turbidity -11, TRPM1 prom inh -13, KKLEB cytotox 4, NR2E3 ag-2 2, Peg3 promoter 9, HIF-2a block 16 and Shn3 inh set2 2.
O=C(Cc1ccc(Cl)cc1)Nc1cc(Cl)ccn1 was read as NR2E3 ag-1 -1, CaV13 ICDI inh -4, CF NFkB block 26, PDI turbidity 2, TRPM1 prom inh -46, KKLEB cytotox -6, NR2E3 ag-2 2, Vif imaging 9, Peg3 promoter -163, HIF-2a block -192 and Shn3 inh set2 -12.
Screening Cc1nc(-c2ccc(S(=O)(=O)Oc3ccc(Cl)cc3Cl)s2)cs1 returned NR2E3 ag-1 -36, CaV13 ICDI inh -3, CF NFkB block 8, PDI turbidity 0, TRPM1 prom inh -11, KKLEB cytotox -10, NR2E3 ag-2 0, Vif imaging -2, Peg3 promoter 30, HIF-2a block -3 and Shn3 inh set2 -13.
Screening CC(C)NC(=O)N1CCN(c2ccncc2S(=O)(=O)N2CCOCC2)CC1 returned NR2E3 ag-1 -13, CaV13 ICDI inh -5, CF NFkB block 0, PDI turbidity 11, TRPM1 prom inh -13, KKLEB cytotox 1, NR2E3 ag-2 6, Vif imaging -1, Peg3 promoter -4, HIF-2a block 5 and Shn3 inh set2 8.
O=C(NCc1cccnc1)c1cccc(F)c1 was read as NR2E3 ag-1 -8, CF NFkB block -17, PDI turbidity 11, TRPM1 prom inh 4, KKLEB cytotox 4, NR2E3 ag-2 4, Vif imaging 6, Peg3 promoter 17, HIF-2a block 29 and Shn3 inh set2 -4.
CCCCOc1ccc(C(=O)NNC(=O)C2C3C=CC(C3)C2C(=O)O)cc1 (configuration not stated) was read as NR2E3 ag-1 20, CaV13 ICDI inh -3, CF NFkB block -20, PDI turbidity 2, TRPM1 prom inh 9, KKLEB cytotox 16, NR2E3 ag-2 -6, Vif imaging -8, Peg3 promoter -12, HIF-2a block -15 and Shn3 inh set2 3.
`N#Cc1c(-c2ccco2)cc(-c2ccccn2)nc1N` gave NR2E3 ag-1 -8, CaV13 ICDI inh -7, CF NFkB block -10, PDI turbidity -2, TRPM1 prom inh 9, KKLEB cytotox 0, NR2E3 ag-2 3, Vif imaging -4, Peg3 promoter -18, HIF-2a block -37 and Shn3 inh set2 0.
Screening Cc1ccc2c(c1)C=CC(C)(C)S2=O (configuration not stated) returned NR2E3 ag-1 -10, CaV13 ICDI inh -5, CF NFkB block 14, PDI turbidity 2, TRPM1 prom inh -11, KKLEB cytotox 7, NR2E3 ag-2 -1, Peg3 promoter 1, HIF-2a block 19 and Shn3 inh set2 0.
Screening CN(C(=O)COC(=O)/C=C/c1ccc(F)cc1)c1c(N)n(Cc2ccccc2)c(=O)[nH]c1=O returned NR2E3 ag-1 21, CaV13 ICDI inh -2, CF NFkB block 0, PDI turbidity -2, TRPM1 prom inh 4, KKLEB cytotox -10, NR2E3 ag-2 -5, Vif imaging 8, Peg3 promoter 16, HIF-2a block 11 and Shn3 inh set2 -6.
`CC(=O)Nc1nc(C)nc(-c2ccccc2OC(C)=O)n1` gave NR2E3 ag-1 -18, CaV13 ICDI inh -5, CF NFkB block 17, PDI turbidity 11, TRPM1 prom inh -2, KKLEB cytotox -13, NR2E3 ag-2 -2, Vif imaging -5, Peg3 promoter -5, HIF-2a block -16 and Shn3 inh set2 -22.
